Screening results as filed in PubChem.
tim10-1 inh = growth inhibitors of tim10-1 mutant yeast | S. cerevisiae tim10-1 ts strain growth, BacTiter-Glo, 24 h | inhibition, % at 20 µM | 330,000 tested, 2.2% active | AID 463190;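 active means inhibition of at least 40%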;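 further: mutant grown at 25 °C; 0% = DMSO wells with yeast and 100% = wells holding no yeast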
NR3A LBD binder = modulates the human NR3A ligand-binding domain; Tm shift relative to glycine control, % at 25 µM; NR3A LBD differential scanning fluorimetry, Tm shift; 0% = protein alone, 100% = glycine-bound protein; AID 1259313; 340,000 tested, 2.5% active;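 active means melting temperature shift of at least 10% of the positive control shift, at one fixed dose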
Mdm2 MdmX PPI = disrupts the human Mdm2-MdmX interaction | O15151+Q00987 | SaOS-2 split-luciferase Mdm2/MdmX complementation, luminescence | inhibition, % at 8 µM | 330,000 tested, 3% active | AID 485346;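 active means inhibition of at least 50% at 8 µM in the primary screen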
Target sequence (O15151 whole entry, looked up): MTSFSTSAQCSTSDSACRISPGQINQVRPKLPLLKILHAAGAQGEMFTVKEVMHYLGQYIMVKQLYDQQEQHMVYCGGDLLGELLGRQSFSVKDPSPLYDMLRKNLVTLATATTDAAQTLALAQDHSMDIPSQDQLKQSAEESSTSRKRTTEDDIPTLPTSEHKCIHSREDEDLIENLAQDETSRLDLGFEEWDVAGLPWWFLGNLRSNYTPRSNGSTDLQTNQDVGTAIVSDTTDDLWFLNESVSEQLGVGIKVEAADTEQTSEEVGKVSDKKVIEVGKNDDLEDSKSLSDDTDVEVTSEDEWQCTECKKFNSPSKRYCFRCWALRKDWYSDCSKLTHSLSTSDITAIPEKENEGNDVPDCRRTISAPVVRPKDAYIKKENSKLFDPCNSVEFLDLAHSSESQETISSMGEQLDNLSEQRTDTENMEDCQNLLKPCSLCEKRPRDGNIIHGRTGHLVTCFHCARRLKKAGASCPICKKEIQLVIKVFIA
Target sequence (Q00987 whole entry, looked up): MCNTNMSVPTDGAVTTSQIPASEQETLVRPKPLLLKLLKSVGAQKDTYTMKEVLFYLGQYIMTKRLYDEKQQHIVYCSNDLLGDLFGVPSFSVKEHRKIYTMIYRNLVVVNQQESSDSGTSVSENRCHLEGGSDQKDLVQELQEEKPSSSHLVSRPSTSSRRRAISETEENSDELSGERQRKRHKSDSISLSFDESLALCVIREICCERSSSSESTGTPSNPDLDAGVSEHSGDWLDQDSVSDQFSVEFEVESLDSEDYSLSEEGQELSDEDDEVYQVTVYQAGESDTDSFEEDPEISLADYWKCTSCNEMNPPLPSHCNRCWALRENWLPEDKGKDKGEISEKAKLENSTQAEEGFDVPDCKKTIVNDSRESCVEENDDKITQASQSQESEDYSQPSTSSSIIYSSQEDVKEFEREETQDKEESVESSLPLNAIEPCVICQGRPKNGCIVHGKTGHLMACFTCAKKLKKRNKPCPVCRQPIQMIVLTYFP
NALP3 yeast inh = inhibitors of NALP3 inflammasome in yeast; AID 2825; 330,000 tested, 0.39% active; inhibition, % at 10 µM; Yeast reconstituted NLRP3/ASC/caspase-1, beta-gal luminescence, 24 h;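 active means inhibition of 50% or more; inactive means inhibition below 50%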;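 further: plate controls were induced DMSO wells for no effect and uninduced yeast grown without galactose for full effect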
APJ ag = APJ receptor agonism | P35414 | CHO-K1 APJ PathHunter beta-arrestin, luminescence; 0% DMSO wells, 100% apelin | activation, % at 20 µM | 330,000 tested, 0.11% active;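 active means activation more than six SD over the plate average, tested at 20 µM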;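 further: 0% = DMSO alone and 100% = apelin-13 at 10 nM; some results filed as inactive read as strong as hits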
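Material: CHO-K1 APJ beta-arrestin complementation cell line; Input: cell density 1000 per well; Incubation: compound stimulation 90 min at 25 °C, detection 60 min; Signal: luminescence from split beta-galactosidase complementation, Galacton Star/Emerald II substrate; Controls: DMSO-only wells as negative, 10 nM Apelin-13 as positive control.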
tim23-1 inh = growth inhibitors of tim23-1 mutant yeast; S. cerevisiae tim23-1 growth, BacTiter-Glo luminescence, 24 h; inhibition, % at 20 µM; 330,000 tested, 1.3% active; AID 463212;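 active means growth inhibition of the mutant yeast at or above 50%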;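 further: temperature-sensitive mutant grown at 25 °C; plate controls were DMSO-treated mutant yeast for no effect and medium wells lacking yeast for full effect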
CHOP UPR activ = apoptotic UPR (CHOP) activation; CHO-CHOP luciferase reporter, luminescence; percent of tunicamycin response over DMSO baseline; activation, % at 10 µM; 330,000 tested, 0.34% active;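 active means at 10 µM dose, activation of 40% or more, normalized to positive control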;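 further: 100% = tunicamycin at 10 µg/mL and 0% = DMSO alone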
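System: CHO-CHOP luciferase reporter cell line; amount: 500 cells/well; buffer or medium: F12 medium containing 10% fetal bovine serum; incubation: 6 h compound exposure at 37 °C after overnight seeding; measured by: luciferase luminescence after 10 min with Steady-Glo reagent; evaluation: % reporter activation, DMSO baseline versus tunicamycin full activation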
XBP1 UPR activ = activators of adaptive arm of unfolded protein response (XBP1); CHO-XBP1 luciferase reporter, IRE1-XBP1 UPR activation, luminescence; percent of tunicamycin response, DMSO as zero; activation, % at 20 µM; AID 463104; 330,000 tested, 0.33% active;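 active means versus positive control, 20 µM dose yields 30% or more activation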;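 further: 100% = tunicamycin at 10 µg/mL and 0% = DMSO only wells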
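Signal: luciferase luminescence; Assay system: CHO-XBP1 luciferase reporter cells; Amount: one thousand reporter cells per well; Dosing: 20 µM single concentration, DMSO 1%; Benchmarks: high control tunicamycin 10 µg/mL final, low control DMSO vehicle only; Schedule: 6 h compound exposure at 37 °C, 5% CO2; Evaluation: percent activation relative to tunicamycin reference.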
TIM10 inh = growth inhibitors of TIM10 yeast strain | S. cerevisiae TIM10 strain growth, BacTiter-Glo luminescence, 24 h | inhibition, % at 10 µM | 330,000 tested, 1.4% active | AID 463195;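 active means inhibition of 40% or more at the single tested concentration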;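 further: wild-type TIM10 isogenic control strain grown at permissive 25 °C; 0% = DMSO yeast wells and 100% = minimal medium wells without yeast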
An asterisk follows results filed as active.

SMILES	tim10-1 inh	NR3A LBD binder	Mdm2 MdmX PPI	NALP3 yeast inh	APJ ag	tim23-1 inh	CHOP UPR activ	XBP1 UPR activ	TIM10 inh
O=C(CCSc1ccccc1Cl)Nc1cccc([N+](=O)[O-])c1	56*	9	-50	16	-3	54*	2.3	3	52*
CC(Sc1nc(N)cc(=O)[nH]1)C(=O)NCC(=O)Nc1ccc(F)c(F)c1F (centres undefined)	-9	0	9	11	-1	-9	2.1	1	-2
O=C(Cc1cccs1)N1CCN=C1SCc1ccc(F)cc1	12	2	-20	10	0	10	0.3	1	-8
CCC(C(=O)NNC(=O)c1cnccn1)c1ccccc1 (centres undefined)	0	-5	11	7	1	7	0.5	-1	-2
COc1ccc(S(=O)(=O)NCc2c(-c3ccccc3)noc2C)c(OC)c1	18	0	-5	-7	1	20	2.3	-1	17
CC1CCCC/C1=N\NC(=S)NCCc1ccccc1 (centres undefined)	-1	1	-30	28	-2	24	1.6	5	19
CCC(=O)N/N=C/c1ccc(-c2ccc(Cl)cc2)o1	30	-10	-23	11	-5	24	4.7	2	29
COc1ccc(CC(=O)Nc2cccc(-c3nnc(-c4ccco4)o3)c2)cc1	27	-11	26	18	-4	-13	-0.2	1	16
O=C(NCCN1CCCC1)c1ccc(Br)cc1	-1	1	12	14	-4	-7	-0.1	-2	-5
CCn1c(CNC(=O)COc2ccc(C(C)C)cc2)nnc1SCC(=O)NC1CCCCC1C (centres undefined)	10	1	6	11	2	11	-2.3	-2	12
CC(=O)N1CC=CC1(C)C(=O)NCc1cc(F)cc(C(F)(F)F)c1 (centres undefined)	-6	0	-30	8	-3	-11	0.1	0	-3
CN(CCc1ccccn1)c1ncnc2[nH]ncc12	4	0	-8	-1	-1	-7	1.8	-2	6
COc1ccc(N2CCN(C(=O)c3sc4ncn(CC(=O)N5CCCCC5)c(=O)c4c3C)CC2)cc1	17	-1	-1	5	-3	15	1.0	0	-2
CC(=O)Oc1ccccc1C(=O)OCCN=C1NS(=O)(=O)c2ccccc21	-5	-1	-13	21	-5	7	0.8	-5	6
COc1ccc(Cc2nc3ccc(C(=O)NC(C)Cc4ncccc4C)cc3o2)cc1OC (centres undefined)	10	-2	16	28	3	19	6.8	2	11
Cc1cc(N(C)C)c(C#N)c(N2CCCCC2)n1	2	-1	10	8	-1	4	0.9	0	9
Cc1cc(C(=O)NNC(=O)c2ccc(Cl)cc2)c2ccccc2n1	10	-9	4	14	0	11	-0.3	-1	12
COc1ccc(OC)c(C2=NOC(C(=O)Nc3ccc4c(c3)OCCO4)C2)c1 (centres undefined)	8	1	7	7	-2	12	1.8	-5	3
CCCn1c(=S)[nH]c2cc(C(=O)N3CCc4ccccc43)ccc2c1=O	9	-3	31	1	-3	-47	-2.3	-2	-21
Cn1nnc(NC(=O)c2ccc(Br)o2)n1	-6	0	-9	-6	-3	0	1.1	-3	-5
Nc1nc(-c2ccccn2)nc(N)c1Cc1c(F)cccc1Cl	-55	-5	43	21	-6	-20	17	8	-20
COc1ccc(OC)c(-c2cc(C(=O)N/N=C(\C)c3cccnc3)c3ccccc3n2)c1	9	0	-10	9	14	14	-0.9	-1	5
CC1(C(=O)NC2CCCCCC2)CCC(=O)N1Cc1ccc2c(c1)OCO2 (centres undefined)	30	0	-1	8	-2	31	-3.1	-2	3
COc1ccc([C@@H]2CC=C(C(=O)O)[C@H](c3ccc(F)cc3)N2S(=O)(=O)c2ccc(Cl)cc2)cc1	22	-1	-49	-2	7	6	-0.9	0	-6

Fetched one by one from above:
SMILES	tim10-1 inh	NR3A LBD binder	Mdm2 MdmX PPI	NALP3 yeast inh	APJ ag	tim23-1 inh	CHOP UPR activ	XBP1 UPR activ	TIM10 inh
COc1ccc(OC)c(C2=NOC(C(=O)Nc3ccc4c(c3)OCCO4)C2)c1 (centres undefined)	8	1	7	7	-2	12	1.8	-5	3
COc1ccc(N2CCN(C(=O)c3sc4ncn(CC(=O)N5CCCCC5)c(=O)c4c3C)CC2)cc1	17	-1	-1	5	-3	15	1.0	0	-2
Nc1nc(-c2ccccn2)nc(N)c1Cc1c(F)cccc1Cl	-55	-5	43	21	-6	-20	17	8	-20
Cn1nnc(NC(=O)c2ccc(Br)o2)n1	-6	0	-9	-6	-3	0	1.1	-3	-5
CC(=O)Oc1ccccc1C(=O)OCCN=C1NS(=O)(=O)c2ccccc21	-5	-1	-13	21	-5	7	0.8	-5	6

Next records.
SMILES	tim10-1 inh	NR3A LBD binder	Mdm2 MdmX PPI	NALP3 yeast inh	APJ ag	tim23-1 inh	CHOP UPR activ	XBP1 UPR activ	TIM10 inh
CC(=O)O/N=C/c1c(N2CCOCC2)n(C)c2ccccc12	9	-4	49	2	10	19	7.3	5	10
C[C@H](CO)N1C[C@H](C)[C@@H](CN(C)CC2CCCCC2)Oc2ccc(NC(=O)Cn3cnnn3)cc2C1=O	-16	0	-6	4	-2	2	-2.4	-2	-4
Cc1noc(NC(=O)c2ccccc2)c1C#N	-27	-1	28	-1	0	-1	-1.3	-2	-9
O=C(CC1c2ccccc2Oc2ccccc21)NCc1ccco1	38	0	-9	21	-4	38	-0.1	-4	35
O=S(=O)(O)c1ccc(N=NNc2ccc(Br)cc2)cc1	-47	-11	-28	7	-4	20	-1.4	0	8
COc1ccccc1N1CCN(C(=O)CCc2ccc(S(=O)(=O)NCC(C)C)cc2)CC1	16	0	-14	5	1	17	0.1	-4	26
CC(=O)Nc1ccc(S(=O)(=O)Nc2ccc(S(=O)(=O)N3CCCC3)cc2)cc1	-16	-34	-47	2	3	7	-0.8	1	2
COc1ccccc1NC(=O)C(C)N1C(=O)c2ccccc2C1=O (centres undefined)	15	-2	15	25	-3	9	1.3	-5	16
Cc1ccn2c(C(=O)NNC(=O)Nc3ccc(Cl)cc3)c(C)nc2c1	-6	-1	33	10	2	-13	-1.0	-1	-3
O=C(NNS(=O)(=O)c1ccccc1[N+](=O)[O-])c1cccnc1	-10	-1	13	9	1	3	1.2	-4	-21
Cc1nnc(C)n1/N=C/c1ccc(C(C)C)cc1	4	0	-8	14	4	1	1.5	0	5
CC1Cn2c(nc3sc4c(c3c2=O)CCC4)N1CCO (centres undefined)	15	1	20	5	3	12	1.0	1	7
CCOC(=O)C1C(c2cccc(Cl)c2Cl)NC(=O)NC1(O)C(F)(F)F (centres undefined)	5	0	19	15	-2	4	-3.0	-1	-16
COCCNC(=O)C1CC(=O)N(c2ccc(F)c(Cl)c2)C1 (centres undefined)	-3	0	7	14	-2	-5	1.7	2	4
Cc1ccc(NC(=O)CNCc2ccc(Cl)cc2Cl)cc1S(=O)(=O)N(C)C	39	-6	0	17	-1	25	-0.6	1	21
Cn1c(N)c(S(=O)(=O)N2CCN(c3ccccc3F)CC2)c(=O)n(C)c1=O	6	1	36	16	-5	7	0.0	-3	5
C=CCN(CC=C)C(=O)c1ccccc1NC(=O)c1ccccc1C	34	3	-5	8	1	20	0.0	1	13
CN(CC(O)COc1ccc(OCC(O)CN(C)C2CCCCC2)cc1)C1CCCCC1 (centres undefined)	9	2	47	17	-1	13	1.0	2	7
O=C1CCc2ccc(NS(=O)(=O)c3ccc(F)cc3)cc2N1	4	3	16	12	-2	-11	0.7	-3	19
Cc1ccc(O)c(C=Nc2cc(C)ccc2O)c1	5	3	28	7	3	16	0.2	0	-8
COc1ccc(/C=C/c2nc(S(=O)(=O)c3ccccc3)c(N(C)C)o2)cc1OC	20	1	24	12	-2	28	-0.3	6	3
Nc1nc(NCC(=O)O)nc(NC2CCCCC2)c1[N+](=O)[O-]	13	-1	11	0	-1	-9	-0.9	-5	6
COc1ccc(-n2ncc3c(NCc4ccccn4)ncnc32)cc1	26	1	-27	21	-2	35	6.0	6	8
N#Cc1ccc(C(=O)Nc2nc3ccccc3[nH]2)cc1	-24	1	-46	5	-2	-12	6.4	-2	2
Cn1cccc1Cc1nnc(SCC(=O)Nc2ccc3c(c2)OCO3)n1CCc1ccccc1	12	1	26	8	-3	24	0.9	-1	10
O=C(NC(=S)Nc1c(F)cc(F)cc1Br)c1ccc2c(c1)OCCO2	3	-1	47	-3	-4	16	2.3	0	5
Cc1c(Oc2ccc(C(F)(F)F)cc2[N+](=O)[O-])ccc2c3c(c(=O)oc12)CCC3	22	-7	36	14	1	7	2.6	0	11
Cc1nc(COC(=O)c2ccc(S(=O)(=O)N3CCCC3)cc2)cs1	22	1	-10	5	1	29	0.9	-2	23
CC1CCN(C(=O)COC(=O)c2ccc3c(c2)C(=O)N(Cc2ccco2)C3=O)CC1	29	0	-6	-7	-5	38	-1.0	-2	17
CCOc1cc(C(=O)Nc2ccc([N+](=O)[O-])cn2)cc(OCC)c1OCC	3	-1	-4	-16	0	-12	0.8	-1	-13
COc1ccc(/C=N/NC(=O)c2ccc(Cn3cc([N+](=O)[O-])cn3)o2)cc1O	2	-3	28	16	-3	1	1.0	0	-6
CCCC(C)NC(=O)CSc1nc2ccc(C)cc2[nH]1 (centres undefined)	0	-1	26	16	-1	3	-0.4	1	3
CC1CCCN(C(=O)COC(=O)c2cc([N+](=O)[O-])ccc2N2CCOCC2)C1 (centres undefined)	-13	1	0	21	-3	6	0.9	0	10
CN(Cc1ccccc1)C(=O)CN1C(=O)c2ccccc2S1(=O)=O	-4	-2	28	-6	-1	10	-1.1	0	5
COc1cccc(-n2nnnc2SCC(=O)Nc2cccc(C)n2)c1	30	-1	7	-1	-5	32	1.6	1	9
O=C(Cc1ccc(S(=O)(=O)N2CCCC2)s1)N1CCN(c2ccc(F)cc2)CC1	13	0	-31	-3	2	24	-0.5	-1	-7
CC(=O)Nc1ccc(Nc2c3c4c(cccc4n(C)c2=O)C(=O)c2ccccc2-3)cc1	6	-19	8	22	-1	-3	0.5	0	8
O=c1c2ccccc2nc2n1CCCCC2	-1	2	6	8	2	7	-2.1	1	-20
O=C1NC(c2ccco2)Nc2sc3c(c21)CCN(Cc1ccccc1)C3 (centres undefined)	13	-1	-7	16	6	15	2.0	0	7
COCCNc1c([N+](=O)[O-])c(=O)n(-c2ccccc2)c2ccccc12	13	0	-7	30	-1	0	-0.7	-2	5
CCCOc1cccc(C(=O)NC(=S)Nc2ccccc2)c1	28	-9	-56	1	-4	34	6.1	1	27
COc1ccc(NS(=O)(=O)c2ccc3c(c2)Cc2ccccc2-3)cn1	21	-3	28	33	2	64*	-2.7	-4	32
O=C(O)c1ccc(CSc2nnc(-c3ccncc3)n2-c2ccc(Cl)cc2)cc1	-5	0	1	16	-1	-1	1.0	0	8
COc1cc(OC)c(OC)cc1CN1CCN(C(=O)CC(C)C)CC1	6	-2	18	19	0	12	2.1	-3	0
CC(/C=N/NC(=O)CSc1nc(C)cc(C)n1)=C\c1ccccc1	6	0	12	-3	-2	20	3.6	-2	-9
Cc1cc(C)cc(NC(=S)N2C3CCCC2CC(NC(=O)C2CC2)C3)c1 (centres undefined)	2	0	2	-5	-1	7	-1.0	-2	-9

Outcome played no part in choosing rows, and some 8.2% of all compounds hit somewhere here.
